sEH inhibitor: soluble epoxide hydrolase (human) inhibition | P34913 | recombinant human sEH enzymatic activity assay | inhibition, % at 2 µM | 91,000 tested, 0.34% active | AID 707; in the data active = inhibition above about 80%; also: values of inactives mirror those of a sister screen read the other way; many of its hits are not listed in these tables
Target sequence (P34913 whole entry, looked up): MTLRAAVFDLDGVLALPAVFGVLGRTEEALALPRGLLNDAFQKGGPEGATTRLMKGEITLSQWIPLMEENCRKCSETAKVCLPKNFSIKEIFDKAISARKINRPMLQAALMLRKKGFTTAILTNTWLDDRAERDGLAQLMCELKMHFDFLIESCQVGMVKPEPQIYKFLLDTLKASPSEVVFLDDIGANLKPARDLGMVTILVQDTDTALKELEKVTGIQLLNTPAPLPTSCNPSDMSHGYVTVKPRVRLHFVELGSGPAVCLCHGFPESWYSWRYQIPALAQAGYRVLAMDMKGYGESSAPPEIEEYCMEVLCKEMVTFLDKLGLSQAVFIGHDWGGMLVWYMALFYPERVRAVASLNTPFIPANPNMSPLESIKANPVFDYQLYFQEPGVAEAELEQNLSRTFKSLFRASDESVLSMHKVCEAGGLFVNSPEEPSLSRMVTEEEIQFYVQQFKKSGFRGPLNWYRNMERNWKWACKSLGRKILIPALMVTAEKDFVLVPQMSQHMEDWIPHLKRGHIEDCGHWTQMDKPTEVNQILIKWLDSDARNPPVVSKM
PLAP activator: activates human placental alkaline phosphatase. P05187. purified PLAP enzyme, luminescent substrate read-out; stronger effect = higher value. activation fold at 20 µM. 96,000 tested, 1.2% active; in the data active = activation fold above about 2
Ecoli WT expand: E. coli BW25113 growth inhibition, expanded screen; 98,000 tested, 0.15% active; growth inhibition, % at 100 µM; OD600 absorbance;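 active = growth inhibition above about 50% at one test dose, limit read from the data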;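 also: growth measured after 20 h incubation at 37 °C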
PostGolgi ctrl: growth of the yeast control strain, post-Golgi counter-screen. efflux-deficient yeast background strain, growth absorbance A615, 16 h. inhibition, % at 10 µM. 98,000 tested, 5% active
S1P2 agonist: agonists of human S1P2 receptor | O95136 | S1P2-expressing cell line, agonist reporter read-out | activation, % at 4.5 µM | 97,000 tested, 0.46% active; in the data active = activation above about 16%;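 also: 0% = vehicle low control and 100% = maximal reference agonist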
Target sequence (O95136 whole entry, looked up): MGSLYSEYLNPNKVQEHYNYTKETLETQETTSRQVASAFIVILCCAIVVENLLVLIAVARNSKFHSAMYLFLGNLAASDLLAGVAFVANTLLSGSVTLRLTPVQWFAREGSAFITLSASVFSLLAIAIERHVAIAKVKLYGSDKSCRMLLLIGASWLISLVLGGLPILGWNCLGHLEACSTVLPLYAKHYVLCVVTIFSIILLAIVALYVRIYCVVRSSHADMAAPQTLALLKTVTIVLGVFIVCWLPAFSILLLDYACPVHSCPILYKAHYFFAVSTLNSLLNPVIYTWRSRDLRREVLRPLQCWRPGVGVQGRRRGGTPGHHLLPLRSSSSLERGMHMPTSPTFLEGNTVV
PostGolgi yeast: growth inhibition of a yeast mutant, post-Golgi transport screen; AID 739; inhibition, % at 10 µM; post-Golgi transport phenotypic cell assay; 98,000 tested, 0.9% active;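 also: yeast cells grown in 1536-well plates; yeast grown about 18 h at 30C before absorbance read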
CD11b adhes inh: blocks human CD11b/CD18 adhesion to fibrinogen; P05107+P11215; K562 CD11b/CD18 adhesion to fibrinogen, ATPlite luminescence; Mn2+ added to activate the integrin; inhibition, % at 10 µM; 93,000 tested, 0.54% active; AID 1497;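 active = primary inhibition of 50% or more at 10 µM, then 40% or more on retest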; also: some results filed as inactive read as strong as hits
S1P2 antag: blocks the human S1P2 receptor. O95136. cell-based S1P2 antagonist assay, inhibition at 5 uM. inhibition, % at 5 µM. 97,000 tested, 0.21% active. AID 736; in the data active = inhibition above about 45%;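 also: CRE beta-lactamase reporter cells expressing human S1P2 stimulated with S1P; 0% = agonist at EC80 alone and 100% = agonist plus reference antagonist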
sEH act: increases human soluble epoxide hydrolase activity; P34913; purified human sEH enzymatic activity, activator screen; activation, % at 2 µM; 91,000 tested, 0.04% active; AID 717; in the data active = activation above about 37%; also: values of inactives mirror those of a sister screen read the other way
* marks the source's active call; other numbers are inactive results; x = no result given. Rule as the data show it, unless noted: active = inhibition above about 30%; inactive = the rest.

SMILES | sEH inhibitor | PLAP activator | Ecoli WT expand | PostGolgi ctrl | S1P2 agonist | PostGolgi yeast | CD11b adhes inh | S1P2 antag | sEH act
CC(C)OC(=O)CSc1nnc(-c2ccc(O)cc2)n1Cc1ccccc1 | 5 | 1.1 | 6 | 7 | -7 | 6 | -13 | 0 | -6
O=C(Nc1nc(-c2cccs2)cs1)c1cccc(S(=O)(=O)N2CCCCCC2)c1 | x | 1.1 | -16 | 8 | -2 | -5 | 19 | 26 | x
Cc1cccc(NC(=O)c2cc(Cl)nc3ccccc23)c1 | 0 | 0.9 | -1 | 2 | -2 | 2 | x | 25 | 3
CC(=O)c1c(O)cc(C)n(Cc2ccccc2)c1=O | 8 | x | x | x | -11 | x | x | -1 | -8
O=S1(=O)CC(NCc2ccccc2)C(Nc2ccccc2)C1 (stereo not drawn) | 3 | 1.1 | 6 | 8 | -2 | -1 | 1 | -8 | -1
O=C(NC1CCCCC1)C1CCCN1C(=O)NCc1ccccc1 (stereo not drawn) | 15 | 0.9 | -3 | -5 | -6 | -7 | -9 | 4 | -14
CC(C)(C)c1ccc(OCC(=O)NNC(=O)CCc2ccccc2)cc1 | 7 | 1.2 | 4 | -3 | -5 | 11 | 6 | 20 | -5
COc1ccc(N2CCN(C(=O)CSc3nnc4c(C)cc5cc(C)ccc5n34)CC2)cc1 | -1 | 1.4 | -5 | 12 | -2 | -2 | 6 | 17 | 1
Cc1cnc(-c2nnc(N(C)C(=O)C3CCOC3)s2)cn1 (stereo not drawn) | -20 | 1 | -2 | 8 | 0 | -9 | -9 | 0 | 19
Cc1cccc(C)c1OCc1nnc(SCC(=O)Nc2nccs2)n1-c1ccccc1 | -9 | 1 | -7 | 15 | 0 | -2 | 2 | 8 | 7
O=c1sc2ccccc2n1COc1ccccc1 | 4 | 0.4 | x | x | -2 | x | -8 | 5 | -4
Cn1c(=O)cc(SCC(=O)N2CCCC2)c2cc(Cl)ccc21 | x | 1.4 | -6 | 5 | x | 18 | 10 | x | x
O=S(=O)(c1cnc[nH]1)N1CCc2ccccc21 | x | 0.8 | 7 | 2 | x | 5 | -4 | x | x
COC(=O)c1cc(C#N)c(Oc2ccc(F)cc2)nc1C | -1 | 0.9 | -7 | -2 | 3 | 2 | -12 | 9 | 0
Cc1nc2sc(C(c3ccc(Cl)cc3)N3CC(C)OC(C)C3)c(O)n2n1 (stereo not drawn) | 6 | 1.4 | -1 | 16 | -16 | 4 | -17 | 12 | -4
CCN(c1ccc(C)c(C)c1)S(=O)(=O)c1c(C)[nH]c(=O)[nH]c1=O | 4 | 1.1 | 3 | 14 | -1 | 1 | 1 | -12 | -2
Cc1cccc(N2CCN(C(=O)c3ccc(N4CCCC4=O)cc3)CC2)c1C | -9 | 1.6 | 0 | 4 | -6 | 13 | 0 | 13 | 10
CCc1noc(C)c1C(=O)NCCc1ccc(OC)c(OC)c1 | x | 0.9 | -1 | 6 | x | 9 | 12 | x | x
COc1ccc(C)cc1-n1nnnc1SC/C(O)=C(\C#N)c1nc2ccccc2[nH]1 | 7 | 1.7 | -11 | -6 | -4 | -2 | -46 | 7 | -4
COc1ccc(CCNS(=O)(=O)c2cccc(S(=O)(=O)N3CCCC3)c2)cc1OC | x | 1.5 | -10 | 1 | x | 5 | -8 | x | x
Cc1nc(SCn2nnc3ccccc3c2=O)nc(C)c1C | x | 1 | -1 | 0 | x | 0 | -9 | x | x
O=C(Nc1cnn(Cc2ccc(Cl)c(Cl)c2)c1)c1nc2ncccn2n1 | -6 | 0.8 | -3 | -4 | 0 | 5 | 8 | -13 | 8
CC(=O)Nc1ccc(S(=O)(=O)Nc2c(C)nn(-c3ccccc3)c2C)cc1 | -32 | 1 | 2 | -2 | -3 | -4 | x | 6 | 30
COc1cccc(-c2nn(-c3ccccc3)cc2C(=O)Nc2nccs2)c1 | 1 | 1.3 | -23 | 28 | -3 | -3 | -42 | 8 | 3
Cc1ccc(-c2nn3nnnc3c3ccccc23)cc1 | x | 0.9 | -1 | 0 | -3 | -3 | 6 | 10 | x
Continued:
SMILES | sEH inhibitor | PLAP activator | Ecoli WT expand | PostGolgi ctrl | S1P2 agonist | PostGolgi yeast | CD11b adhes inh | S1P2 antag | sEH act
c1ccc(-c2nc3ccccc3s2)nc1 | 6 | 1 | 15 | 8 | -9 | -1 | 17 | 12 | -6
O=C(O)C1CCN(S(=O)(=O)N2CCOCC2)CC1 | 6 | 0.8 | -5 | 6 | -11 | -6 | -1 | 7 | -7
CCOC(=O)c1cnc(SC)nc1Nc1cccc(F)c1 | 4 | 1 | -1 | -21 | -4 | 18 | -5 | 11 | -3
CCN(CC)CC#CCC1(O)c2ccccc2-c2ccccc21 | -1 | 1.1 | 0 | 29 | -7 | -6 | x | -18 | 4
CC(C)C(=O)Nc1c2c(nc3c1CCC3)CCCC2 | 14 | 1.1 | -12 | 4 | 1 | -2 | -10 | -8 | -14
COc1cc2c(cc1OC)C(C(=O)Nc1ccc3c(c1)OCCO3)C1c3ccccc3CCN1C2=O (stereo not drawn) | x | x | -2 | 7 | -6 | 13 | x | 3 | x
COc1ccc(Nc2ncnc3nc[nH]c23)cc1OC | x | 2* | 0 | 4 | x | -4 | -10 | x | x
COCc1[nH]nc2c1C(c1ccc(OC)c(OC)c1)C(C#N)=C(N)O2 (stereo not drawn) | -1 | 1 | 9 | 8 | -6 | 6 | 0 | 9 | 0
O=C(c1ccccc1NS(=O)(=O)c1ccc(Br)s1)N1CCCC1 | 9 | 1.3 | -4 | 24 | 0 | -2 | -1 | 3 | -8
CCC(=O)Nc1cc(C(C)C)c(O)cc1C | -2 | 1 | 7 | 0 | -1 | -9 | -5 | 2 | -2
c1ccc(-c2ccc(-c3nc(-c4ccccn4)no3)cc2)cc1 | 2 | 1 | -11 | 18 | -6 | -8 | 98 | -7 | -1
O=C(C1CCC(Cn2c(=S)[nH]c3ccccc3c2=O)CC1)N1CCOCC1 (stereo not drawn) | 26 | 1.3 | 7 | 4 | -10 | -1 | 4 | -11 | -26
Cc1ccc(C)c(CN2C(=O)C3CCCN3c3ccc(S(=O)(=O)N4CCOCC4)cc32)c1 (stereo not drawn) | 22 | 1.4 | -3 | 1 | -1 | 13 | x | 4 | -21
CN1C(=O)N(C)C(NC(=O)Nc2ccccc2)C1NC(=O)Nc1ccccc1 (stereo not drawn) | -5 | 1.7 | 8 | -3 | -7 | -4 | -19 | 8 | 4
Oc1ccccc1CNc1nc2ccccc2n1CCN1CCCCC1 | x | 1.3 | 7 | 3 | x | 2 | 0 | x | x
COC(=O)Cc1cc(=O)n2[nH]c(C)nc2n1 | x | 0.9 | -6 | 7 | x | 8 | -24 | x | x
CCCCCc1nnc(NC(=O)C2CCCO2)s1 (stereo not drawn) | 1 | 0.9 | 5 | -1 | -1 | -2 | -25 | 1 | 4
CCOC(=O)c1sc2nccc(N(C)C)c2c1N=CNOCc1c(F)cccc1Cl | -9 | 1.6 | -19 | 21 | 33* | 1 | -5 | -16 | 9
O=C(O/N=C/c1ccc2c(c1)OCO2)c1ccccc1Cl | -29 | 0.9 | 6 | 16 | -2 | -3 | x | 13 | 28
COc1cc2c(cc1OC)C(C(=O)NCc1ccco1)C1c3ccccc3CCN1C2=O (stereo not drawn) | -5 | 1.2 | 3 | 5 | -5 | 1 | -5 | 1 | 6
O=C(NC1CCCC1)C1C2C=CC(C2)C1C(=O)N1CCOCC1 (stereo not drawn) | -22 | 1.2 | -3 | -5 | -3 | -5 | -5 | -15 | 20
COCCn1nnnc1C(c1ccccn1)N1CCN(c2cc(C)ccc2C)CC1 (stereo not drawn) | -6 | 1.9 | 4 | -2 | -4 | -6 | -16 | 5 | 6
O=[N+]([O-])c1cccnc1N1CCC(c2cc(-c3cccc(C(F)(F)F)c3)n[nH]2)CC1 | -4 | 1.3 | -9 | 21 | -6 | -1 | 45 | -20 | 2
Cc1nn(C)c(Oc2ccc(Cl)cc2)c1C=O | -12 | 1 | -1 | 3 | -2 | -4 | -6 | 14 | 13
CCC(C)c1ccc2oc(-c3ccc(NC(=O)c4ncn[nH]4)cc3)nc2c1 (stereo not drawn) | 7 | 1.2 | -9 | 1 | -9 | -7 | x | -14 | -4
Continued.
SMILES | sEH inhibitor | PLAP activator | Ecoli WT expand | PostGolgi ctrl | S1P2 agonist | PostGolgi yeast | CD11b adhes inh | S1P2 antag | sEH act
COc1ccc(C(=O)Cn2nnc(-c3ccccc3-n3cnnn3)n2)cc1 | 14 | 1 | -14 | 6 | -6 | -9 | -7 | -3 | -15
COC(=O)c1ccc(COc2ccccc2/C=N/NS(=O)(=O)c2ccccc2)cc1 | 2 | 1.1 | -8 | 25 | -8 | 1 | 0 | 2 | 0
CC1(C)Cc2c(c(N3CCOCC3)nc3snc(NC(=O)c4ccccc4)c23)CO1 | 9 | 1.1 | 0 | 3 | -4 | -10 | 8 | 11 | -6
CC1CCc2c(sc(NC(=O)c3ccc(-c4ccccc4[N+](=O)[O-])o3)c2C#N)C1 (stereo not drawn) | -3 | 1 | -13 | -1 | -5 | 10 | 10 | 11 | 4
COc1ccc(-c2cc(C(=O)N/N=C/c3sccc3C)c3ccccc3n2)c(OC)c1 | 9 | 1.6 | -13 | 23 | 2 | 6 | 54 | -12 | -7
COc1ccc(CCn2c(N3CCOCC3)nc3c2c(=O)[nH]c(=O)n3C)cc1 | 5 | 1.1 | -7 | 0 | 0 | -11 | 3 | -25 | -3
Cc1cc(Cl)ccc1OCC(=O)Nc1nc(-c2cccs2)cs1 | 0 | 1.1 | -2 | 18 | -7 | 2 | x | 21 | -1
O=C(NC(Nc1ncc(S(=O)(=O)c2ccc([N+](=O)[O-])cc2)s1)(C(F)(F)F)C(F)(F)F)c1ccc(Cl)cc1 | -6 | 1.6 | 11 | -1 | -6 | 18 | 96* | 47* | 7
O=C(CCCSc1nnnn1-c1cccc2ccccc12)c1ccc(F)cc1 | -13 | 1 | -13 | 32* | -3 | -5 | 40 | -20 | 15
Cc1ccccc1C(=O)c1cccn1CC(=O)O | 11 | 1 | 5 | 2 | -11 | -2 | 7 | 8 | -11
CCOC(=O)C1CCCN(C(=O)C(C)Oc2ccc(Cl)cc2Cl)C1 (stereo not drawn) | 7 | 1.1 | -6 | 18 | -6 | -6 | -19 | -22 | -8
CN1CCN(S(=O)(=O)c2ccc(NC(=O)C3CCCCC3)cc2)CC1 | 20 | 1 | 2 | 6 | -3 | 7 | -3 | 9 | -22
COc1cccc(NC(=O)COC(=O)CCCc2c[nH]c3ccccc23)c1 | -9 | 0.9 | 5 | 11 | -4 | 14 | -6 | 1 | 7
COc1cccc2cc(C(=O)N3CCc4ccccc4C3)c(=O)oc12 | x | 0.9 | 1 | -3 | x | 4 | 6 | x | x
Cc1oc2ncnc(N)c2c1C | 0 | 0.8 | 0 | 1 | -6 | 0 | -5 | 23 | -2
CC(Oc1ccc(Cl)cc1Cl)C(=O)N(Cc1ccco1)C1CCS(=O)(=O)C1 (stereo not drawn) | -7 | 1.5 | -4 | 21 | -11 | 24 | -8 | 19 | 6
C=CCOc1ccc(C2C(C(=O)c3cccs3)=C(O)C(=O)N2c2nnc(C)s2)cc1 (stereo not drawn) | -20 | x | x | x | -7 | x | x | -7 | 19
